DAGLB inhibitor = blocks human DAGLB lipase activity; inhibition, % at 5.17 µM; HEK293T DAGLB membrane lysate, EnzChek fluorogenic substrate; 340,000 compounds, 0.059% hits; AID 504411; in the data active = inhibition above about 34%;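 also: 0% = enzyme with vehicle and 100% = wells lacking enzyme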
Target sequence (Q8NCG7 whole entry, looked up): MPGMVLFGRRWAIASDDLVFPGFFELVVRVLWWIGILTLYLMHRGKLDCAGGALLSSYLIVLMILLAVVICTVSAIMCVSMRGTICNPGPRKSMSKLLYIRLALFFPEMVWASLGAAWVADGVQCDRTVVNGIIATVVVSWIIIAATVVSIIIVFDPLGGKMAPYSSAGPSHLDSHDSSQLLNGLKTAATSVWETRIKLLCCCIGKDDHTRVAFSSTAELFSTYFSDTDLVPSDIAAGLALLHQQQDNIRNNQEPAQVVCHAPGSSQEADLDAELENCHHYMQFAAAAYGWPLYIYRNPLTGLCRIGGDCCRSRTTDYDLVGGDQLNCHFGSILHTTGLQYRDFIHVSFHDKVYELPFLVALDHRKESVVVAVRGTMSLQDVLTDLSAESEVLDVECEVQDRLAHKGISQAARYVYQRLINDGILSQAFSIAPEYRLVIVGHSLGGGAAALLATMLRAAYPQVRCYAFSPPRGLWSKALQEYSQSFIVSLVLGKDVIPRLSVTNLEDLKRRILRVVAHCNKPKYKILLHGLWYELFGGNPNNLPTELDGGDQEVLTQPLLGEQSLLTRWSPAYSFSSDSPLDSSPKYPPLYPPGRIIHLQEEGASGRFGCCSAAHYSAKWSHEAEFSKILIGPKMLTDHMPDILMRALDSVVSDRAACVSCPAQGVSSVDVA
PKA-R1A activ = activators of PKA-R1A complex; P00514+P68181; PKA-R1A dissociation, Cy5-IP20 fluorescence polarization; scaled: DMSO 0%, 113 µM cGMP 100%; activation, % at 11.4 µM; 340,000 compounds, 0.083% hits; AID 504707;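 active = percent activation above the mean of all tested compounds plus 3 SD, cut at about 19% in these data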;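 also: higher means more PKAc released from R1A so a rise in polarization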
OPRM1-OPRD1 inv = inverse agonists of human mu-delta opioid receptor heterodimerization; P35372+P41143; cell-based MOR-DOR heterodimer luminescence, inverse agonism; inhibition, % at 9.3 µM; 340,000 compounds, 0.21% hits; AID 504357; in the data active = inhibition above about 22%, passing the limit was not always enough;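 also: 0% = cells with DMSO and 100% = wells without cells with DMSO; values of inactives mirror those of a sister screen read the other way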
MOR-DOR ag = OPRM1-OPRD1 heterodimerization agonism. cells, luminescence. activation, % at 9.3 µM. 340,000 compounds, 0.3% hits; in the data active = activation above about 18%;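 also: 0% = vehicle-treated cells and 100% = reference agonist; values of inactives mirror those of a sister screen read the other way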
Arrestin-AP2 inh = inhibitors of human beta-arrestin and AP2 interaction; 340,000 compounds, 0.31% hits; AID 504490; inhibition, % at 10 µM; FITC-arrestin peptide / GST-AP2 beads, flow cytometry; AP2 beta2 appendage carries R879A mutation;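 active = inhibition above a set limit, near 3 SD of compounds lacking own fluorescence, cut at about 54% in these data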;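 also: plate controls were DMSO wells for no effect and 5 µM unlabelled arrestin peptide for full effect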
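System: GST-AP2 R879A glutathione beads | Also added: FITC-arrestin peptide, 50 nM | Times: 12 min plus 1 h, RT | Signal: Bead flow cytometry, FITC channel | Buffer or medium: PBS with 0.05% Tween 20 and 0.1% BSA | Read-out basis: Percent drop in bead-associated FITC signal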
DSG3 Ab inh = human desmoglein-3 autoantibody binding inhibition; P32926; DSG3-coupled beads, scFv-anti-DSG3-GFP binding, flow cytometry; hits give low values; binding (percent of control), % at 10 µM; 310,000 compounds, 0.48% hits;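 active = binding more than 3 SD below its plate's average and above zero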;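 also: hits lower antibody fragment binding to DSG3; some compounds called inactive have numbers as strong as hits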
HTR5A ag = activates human HTR5A in OPRM1-OPRD1 agonist counter-screen; P47898; HTR5A agonist assay, luminescence, cell-based; activation, % at 9.3 µM; 340,000 compounds, 0.61% hits; in the data active = activation mostly above about 9.5%, no sharp cut-off; inactive = mostly below about 7.6%;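 also: 0% = cells with vehicle only and 100% = reference agonist; strong numbers were not always called active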
PKA-R2B act = PKA-R2B complex activation. 340,000 compounds, 0.079% hits. activation, % at 11.4 µM. AID 504700. PKA-R2B holoenzyme dissociation, Cy5-IP20 fluorescence polarization; R2B truncated from residue 108, S112A mutant; 0% DMSO only, 100% 113 µM cGMP;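 active = activation above a cutoff set at the mean over all compounds plus 3 SD, cut at about 18% in these data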;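 also: higher means more holoenzyme dissociation and a rise in polarization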
Target sequence (P31323 whole entry, looked up, other chains not shown, the tested form may be a part): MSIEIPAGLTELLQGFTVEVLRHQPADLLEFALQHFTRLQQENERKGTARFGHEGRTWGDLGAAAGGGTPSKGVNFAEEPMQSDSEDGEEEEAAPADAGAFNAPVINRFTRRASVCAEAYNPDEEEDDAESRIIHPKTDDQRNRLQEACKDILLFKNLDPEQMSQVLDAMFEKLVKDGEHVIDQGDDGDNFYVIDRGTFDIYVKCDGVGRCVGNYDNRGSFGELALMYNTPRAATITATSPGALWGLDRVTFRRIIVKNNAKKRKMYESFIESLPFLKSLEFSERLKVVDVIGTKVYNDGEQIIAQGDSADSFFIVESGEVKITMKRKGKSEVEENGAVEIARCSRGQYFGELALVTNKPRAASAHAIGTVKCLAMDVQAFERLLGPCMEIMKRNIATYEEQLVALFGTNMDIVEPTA
HTR5A inv ctr = inverse agonist of human HTR5A in OPRM1-OPRD1 counter-screen; 340,000 compounds, 0.083% hits; inhibition, % at 9.3 µM; HTR5A cell line, luminescence, inverse agonism; P47898; in the data active = inhibition mostly above about 23%, no sharp cut-off; inactive = mostly below about 18%;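 also: 0% = cells with DMSO and 100% = no-cell wells with DMSO; some compounds called inactive have numbers as strong as hits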
V-ATPase pH = regulators of yeast V-ATPase proton transport | S. cerevisiae, pHLuorin cytosolic pH fluorescence | response, % at 10 µM | 350,000 compounds, 0.37% hits; in the data active = response mostly above about 7.3%, no sharp cut-off; inactive = mostly below about 5.4%; also: actives read high; inactives centre near 0; some compounds called inactive have numbers as strong as hits; reference of the scale not given here
* = called active by the depositor; x = no result given.

1. COc1ccccc1C(c1nnnn1CC1CCCO1)N1CCN(c2ccccc2)CC1 (configuration not stated)
2. CCC1CCCCN1C(=O)CSc1nc2c([nH]c3ccccc32)c(=O)n1C (configuration not stated)
3. COc1cc(C2C(C(=O)c3sc(C)nc3C)=C(O)C(=O)N2CCN(C)C)cc(OC)c1OC (configuration not stated)
4. Cc1ccc(/C=C/C(=O)NC2=NCCS2)cc1
5. CCCCn1c(N)c(N(CC(C)C)C(=O)CCCSc2nncs2)c(=O)[nH]c1=O

entry no. | 1 | 2 | 3 | 4 | 5
DAGLB inhibitor | -4 | 3 | 1 | -1 | -1
PKA-R1A activ | 1 | 4 | 8 | -7 | -3
OPRM1-OPRD1 inv | -3 | -3 | 13 | 12 | 4
MOR-DOR ag | 0.5 | 0.6 | -3.1 | -2.3 | -0.8
Arrestin-AP2 inh | -1 | 1 | 4 | -12 | -19
DSG3 Ab inh | 100 | 102 | 101 | 118 | 101
HTR5A ag | -1 | 3 | 3 | 4 | 5
PKA-R2B act | -4 | 5 | 7 | -4 | -2
HTR5A inv ctr | 3 | -6 | -6 | 8 | 2
V-ATPase pH | -1 | 1 | -1 | 0 | -2

6. CC(=O)N1CC2(CC(c3ccccc3F)=NO2)CN1c1ccc(Cl)cc1 (configuration not stated)
7. Cc1ccc([N+](=O)[O-])cc1N/C=C1\CCc2ccccc2C1=O
8. CC(=O)OC1C(=O)N(Cc2ccccc2)C1c1ccc(C)cc1 (configuration not stated)
9. CCOc1cc(NC(=O)c2ccccn2)c(OCC)cc1NC(=O)CC(C)C
10. COc1ccc(CN2CCNC(=O)C2CC(=O)NCCCC2CCCC2)c(F)c1 (configuration not stated)

entry no. | 6 | 7 | 8 | 9 | 10
DAGLB inhibitor | -3 | -2 | 0 | -1 | 7
PKA-R1A activ | -13 | -13 | 7 | -4 | -23
OPRM1-OPRD1 inv | x | 5 | -9 | 3 | 12
MOR-DOR ag | x | -0.8 | 1.7 | -0.6 | -3.6
Arrestin-AP2 inh | x | 21 | 25 | -7 | -10
DSG3 Ab inh | 106 | x | 110 | x | 110
HTR5A ag | x | -5 | 2 | 0 | 1
PKA-R2B act | -3 | 3 | -2 | 4 | -4
HTR5A inv ctr | x | -9 | -6 | 13 | 1
V-ATPase pH | 1 | 0 | -3 | 0 | 6

11. O=C(/C(=N\O)n1cncn1)c1ccc(Cl)cc1Cl
12. CCc1ccc(-c2nc(CS(=O)CC(=O)NCc3cccnc3)c(C)o2)cc1 (configuration not stated)
13. CCOCCn1c(CN2CCN(c3ccc(F)cc3)CC2)nc2c1c(=O)n(C)c(=O)n2C
14. C=CCC[C@@H](Cc1ccc(F)cc1)C(=O)OC[C@@H](NC(=O)[C@@H](CC=C)CC(=O)N(CCO)Cc1ccccc1)c1ccccc1
15. C=CCN=C(C)C1=C(O)CCC1=O

entry no. | 11 | 12 | 13 | 14 | 15
DAGLB inhibitor | -1 | -2 | -1 | -9 | 0
PKA-R1A activ | 0 | 2 | -1 | 0 | -8
OPRM1-OPRD1 inv | -5 | 15 | 1 | -16 | 5
MOR-DOR ag | 1.0 | -2.8 | -0.2 | 2.9 | -1.1
Arrestin-AP2 inh | -5 | 31 | 23 | -2 | 1
DSG3 Ab inh | 100 | 108 | 102 | 104 | 109
HTR5A ag | -1 | -3 | 7 | 0 | -5
PKA-R2B act | 5 | -7 | -3 | -9 | 4
HTR5A inv ctr | 2 | 10 | 10 | -20 | 13
V-ATPase pH | -2 | -4 | -2 | 0 | -1

16. CC(=O)Nc1ccc(S(=O)(=O)NC(C(=O)O)C2=CCC=CC2)cc1 (configuration not stated)
17. CC(C)(C)NC(=O)CN1C(=O)NC(c2ccccc2)(c2ccccc2)C1=O
18. O=C(Cc1ccccc1)Nc1ccc2oc(=O)ccc2c1
19. S=C(NCc1ccco1)Nc1ccc(Cl)cn1
20. Cc1ccc2cc(C)c(N3CCN(c4ccc(F)cc4)CC3)nc2c1

entry no. | 16 | 17 | 18 | 19 | 20
DAGLB inhibitor | 1 | 0 | -2 | -2 | -14
PKA-R1A activ | 4 | 11 | -4 | -4 | 13
OPRM1-OPRD1 inv | -7 | -1 | -1 | 12 | 2
MOR-DOR ag | 1.2 | 0.1 | 0.3 | -2.4 | -0.5
Arrestin-AP2 inh | 17 | 5 | 12 | 3 | -4
DSG3 Ab inh | 76 | 108 | 101 | x | 96
HTR5A ag | 5 | -3 | 2 | 6 | 1
PKA-R2B act | 1 | -1 | -11 | -7 | -2
HTR5A inv ctr | -29 | 5 | -4 | 0 | -3
V-ATPase pH | 3 | 3 | 2 | -3 | -4

21. Cc1cccc2c(C(=O)N3CCN(c4ccccc4)CC3)cc(-c3ccncc3)nc12
22. CCOP(=O)(OCC)c1ccccc1OCP(C)(=O)COc1ccccc1P(=O)(OCC)OCC
23. CCCn1c(NC(=O)c2ccco2)nc2ccccc21
24. C[C@H]1C(c2ccc(F)cc2)=NN(c2ccccc2)[C@@H]1CO
25. OC1C[N+]2(CCCCC2)C1

entry no. | 21 | 22 | 23 | 24 | 25
DAGLB inhibitor | -2 | 3 | 5 | 3 | 0
PKA-R1A activ | 0 | -5 | -1 | -1 | -7
OPRM1-OPRD1 inv | 8 | 16 | -8 | -13 | -5
MOR-DOR ag | -1.4 | -3.2 | 1.3 | 2.6 | 0.8
Arrestin-AP2 inh | -7 | 5 | 0 | -14 | 2
DSG3 Ab inh | 96 | 94 | 100 | 97 | 98
HTR5A ag | 10 | -2 | 2 | 2 | 0
PKA-R2B act | 0 | -2 | 7 | -2 | 2
HTR5A inv ctr | 0 | 8 | -5 | -7 | 1
V-ATPase pH | -2 | -2 | -3 | 1 | 1

Given as tab-separated lines: entries from further up.
entry	SMILES	DAGLB inhibitor	PKA-R1A activ	OPRM1-OPRD1 inv	MOR-DOR ag	Arrestin-AP2 inh	DSG3 Ab inh	HTR5A ag	PKA-R2B act	HTR5A inv ctr	V-ATPase pH
21	Cc1cccc2c(C(=O)N3CCN(c4ccccc4)CC3)cc(-c3ccncc3)nc12	-2	0	8	-1.4	-7	96	10	0	0	-2
22	CCOP(=O)(OCC)c1ccccc1OCP(C)(=O)COc1ccccc1P(=O)(OCC)OCC	3	-5	16	-3.2	5	94	-2	-2	8	-2
23	CCCn1c(NC(=O)c2ccco2)nc2ccccc21	5	-1	-8	1.3	0	100	2	7	-5	-3
24	C[C@H]1C(c2ccc(F)cc2)=NN(c2ccccc2)[C@@H]1CO	3	-1	-13	2.6	-14	97	2	-2	-7	1
25	OC1C[N+]2(CCCCC2)C1	0	-7	-5	0.8	2	98	0	2	1	1

Going on with the list:
26. Cc1ccc(C(=O)Nc2ccc(NC(=O)c3ccc(C)o3)cc2)o1
27. COc1ccc(NC(=O)c2cc(S(=O)(=O)N3CCOCC3)cn2C)c(OC)c1
28. CC(C)CCNC(=O)c1ccc2c(Cl)c3c(nc2c1)CCC3
29. O=C(NC(=O)c1ccc(F)cc1)Nc1nc(-c2cccs2)cc(C(F)(F)F)n1
30. N#CC1(NC(=O)COC(=O)c2cc(O)c3ccccc3c2O)CCCCC1

entry no. | 26 | 27 | 28 | 29 | 30
DAGLB inhibitor | -2 | -1 | -5 | 1 | 5
PKA-R1A activ | -4 | 3 | -15 | 6 | -10
OPRM1-OPRD1 inv | -6 | 13 | 6 | -4 | -5
MOR-DOR ag | 0.7 | -2.3 | -1.4 | 0.7 | 1.0
Arrestin-AP2 inh | 18 | 6 | -9 | -1 | 51
DSG3 Ab inh | 123 | 106 | 113 | 101 | 93
HTR5A ag | -2 | 3 | -2 | 9 | 2
PKA-R2B act | 5 | -4 | 12 | -5 | -1
HTR5A inv ctr | -22 | -10 | 7 | -22 | 2
V-ATPase pH | 4 | -3 | -1 | 4 | -8

31. CCn1nc(C)c(CN2CCC(n3nccc3NC(=O)c3ccccc3OC)CC2)c1C
32. Cc1[nH]c(=S)[nH]c(=O)c1CCC1OCCO1
33. Cc1cc(=O)oc2c(CN(C)Cc3ccccc3)c(O)ccc12
34. Cc1cc(C)cc(CSc2ccc(S(=O)(=O)N3CCCC3)cn2)c1
35. COc1ccc(C=C2CS(=O)(=O)CC(=Cc3ccc(OC)cc3)C2=O)cc1

entry no. | 31 | 32 | 33 | 34 | 35
DAGLB inhibitor | -1 | -3 | -1 | -7 | 1
PKA-R1A activ | 1 | -1 | -8 | 18 | -3
OPRM1-OPRD1 inv | 7 | 20 | 14 | -5 | x
MOR-DOR ag | -1.0 | -4.0 | -2.5 | 1.2 | x
Arrestin-AP2 inh | -1 | 25 | -1 | 2 | x
DSG3 Ab inh | 105 | 95 | 98 | 94 | 100
HTR5A ag | 2 | -1 | -3 | -2 | x
PKA-R2B act | 1 | -5 | -5 | 7 | -5
HTR5A inv ctr | 2 | 2 | 2 | -8 | x
V-ATPase pH | 0 | 2 | 3 | 1 | 1

36. CCOc1ccccc1NC(=O)CSc1nnc2ccc(-c3ccccn3)nn12
37. CC(=O)NCCNC(=O)c1ccc2c(c1)S(=O)(=O)c1ccccc1C2=O
38. Cc1nnc(NC(=O)C2CC(=O)N(C(C)c3ccccc3)C2)s1 (configuration not stated)
39. COc1cccc(C#CC2=CC(=O)CC(C)(C)C2)c1
40. COc1cccc(NC(=O)CN2C(=O)C3(OCCCO3)c3ccccc32)c1

entry no. | 36 | 37 | 38 | 39 | 40
DAGLB inhibitor | -1 | 0 | 0 | -8 | -4
PKA-R1A activ | -6 | 1 | 6 | -9 | -4
OPRM1-OPRD1 inv | -9 | -12 | 10 | x | 5
MOR-DOR ag | 1.4 | 2.0 | -3.0 | x | -0.9
Arrestin-AP2 inh | 0 | -7 | 9 | x | 2
DSG3 Ab inh | 103 | x | 105 | 101 | 99
HTR5A ag | 2 | -5 | 1 | x | 2
PKA-R2B act | 2 | -3 | 2 | -6 | 2
HTR5A inv ctr | 0 | -10 | 22 | x | 1
V-ATPase pH | 1 | 6 | 1 | 1 | 8

41. COc1ccc2c(c1)cc(C(=O)N/N=C/c1c(O)c(C(=O)O)cc3ccccc13)n2C
42. O=C(Nc1cccc(Cl)c1)c1ccncc1
43. CC(C)(C)n1nnnc1C(c1ccccc1F)N1CCN(C(=O)c2ccco2)CC1 (configuration not stated)
44. O=C1C2C3C=CC(C3)C2C(=O)N1Nc1c(Cl)cc(Cl)cc1Cl (configuration not stated)
45. COc1ccc(Cl)cc1NC(=O)C1COc2ccccc2O1 (configuration not stated)
46. CCc1ccc(NC(=O)C(C)OC(=O)c2cccc(S(=O)(=O)N3CCc4ccccc4C3)c2)cc1 (configuration not stated)

entry no. | 41 | 42 | 43 | 44 | 45 | 46
DAGLB inhibitor | 7 | 3 | 1 | 0 | -22 | -4
PKA-R1A activ | -8 | -4 | 8 | 2 | -24 | -8
OPRM1-OPRD1 inv | 6 | 14 | 11 | 8 | -4 | -14
MOR-DOR ag | -1.3 | -2.3 | -1.7 | -1.5 | 0.8 | 1.9
Arrestin-AP2 inh | -12 | -1 | 2 | 0 | -12 | 3
DSG3 Ab inh | x | 103 | 101 | 98 | 102 | 88
HTR5A ag | 8 | 0 | -4 | -4 | 4 | -3
PKA-R2B act | 3 | -7 | 2 | 1 | -11 | -10
HTR5A inv ctr | -27 | -10 | -20 | 9 | -36 | 9
V-ATPase pH | -2 | 0 | 0 | 3 | -1 | 1

Assay outcomes deposited in PubChem BioAssay by several laboratories.
